Bioassay records (PubChem BioAssay)
MT stabilizer = stabilizes microtubules in HeLa cells; HeLa tubulin immunostaining HCS, 24 h; share of cells brighter than vehicle mean+2SD; hit rate 0.83% among 200,000; AID 2205; % tubulin-high responders, % at 10 µM;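 active = plate Z-score above 3 for both tubulin-high and condensed-nucleus cell shares, with cell loss under 80%, at 10 µM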;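 note: anti alpha tubulin signal scored within the nucleus-defined area of each cell; some results filed as inactive read as strong as hits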
T cell modulator = modulates CD8 T cell binding to vesicles; 2C CD8+ T cell-vesicle binding, flow cytometry; active compounds read low; calls only at 7 µM; hit rate 0.068% among 330,000;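 active = response, share of CD8 T cells binding vesicles, and their 90th percentile fluorescence all below set limits, cut at about 80% in these data, passing the limit was not always enough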
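Material: 2C TCR transgenic mouse naive CD8+ T cells, MACS-purified. Also added: QL9-charged Drosophila Ld/ICAM-1/B7-1 vesicles. Timing: binding 1.5 h at 37 °C. Measured by: high-throughput flow cytometry with anti-B7-1 and anti-CD8 staining. Read-out: percent CD8+ FL2 mean versus row control. Controls: Unloaded micro-vesicles (low), QL9 vesicles with 0.7% DMSO (high).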
Lipid droplet = hepatic lipid droplet formation modulation. inhibition, % at 6.5 µM. AID 1656. AML12 mouse hepatocytes, oleate lipid droplets, BODIPY imaging. hit rate 0.4% among 240,000;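 active = lipid droplet intensity inhibited by at least 50%, with more than 500 cells counted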
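Assay system: AML12 mouse liver cells | Compound: 6.5 µM single-point dosing | Schedule: Overnight exposure | Technique: Fluorescence imaging, 20x objective, two fields per well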
West Nile virus CPE = inhibition of WNV-induced cytopathic effect – cell-based, CPE readout (AID 1621). hit rate 0.02% among 290,000. one-dose CPE inhibition, % at 10 µM; IC50 in µM for titrated hits. West Nile virus-infected cells, CPE inhibition; higher % means a stronger effect; in the data active = a potency from the dose series; note: strong numbers were not always called active
WT yeast gro inh = growth inhibition of WT yeast, mitochondrial fusion screen | mitochondrial fusion phenotypic screen, WT strain | hit rate 2.1% among 190,000 | inhibition, % at 10 µM | AID 1362; in the data active = inhibition above about 58%; tested in S. cerevisiae
Autophagy mod = autophagy modulation, high-content screen; AID 463193; calls only at 10 µM (by protocol); MEF GFP-LC3 puncta imaging; test concentration mostly 10 µM; hit rate 0.98% among 190,000;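 active = percentage of spot-positive cells more than 3 SD above its plate mean, without a fluorescence outlier flag or 80% toxicity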;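 note: spot-positive cell cutoff set from DMSO-treated cells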
b-catenin transl = alters nuclear translocation of beta-catenin in HeLa cells; hit rate 0.3% among 190,000; immunofluorescence imaging; nuclear translocation activity, % at 5 µM;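 active = nuclear translocation activity above 50% at 5 µM, with a well cell count of 50 or more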;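 note: per-cell ratio of nuclear to cytoplasmic median beta-catenin stain intensity; plate controls were DMSO negative control for no effect and GSK-3 inhibitor IX positive control for full effect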
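Test system: human HeLa cells, endogenous beta-catenin. Times: 24 h compound exposure, 37°C. Measured by: beta-catenin immunofluorescence imaging with DAPI.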
Myeloid diff MLP = compounds promoting myeloid differentiation. calls only at 10 µM. hit rate 1% among 360,000. ER-HoxA9 myeloid progenitors, lysozyme-GFP differentiation, flow cytometry. AID 624256;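 active = normalized GFP-positive differentiation at or above the plate's own cutoff, the solvent-only control mean plus 3 SD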;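 note: cells exposed to compound for four days before flow analysis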
Insulin prom up = MIN6 insulin promoter up-regulation; MIN6 insulin promoter-GFP reporter, high-content imaging; active compounds read high; z-score at 5 µM; hit rate 0.3% among 190,000; AID 1625;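 active = z-score above 3 at 5 µM with at least 500 cells counted in the well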
WT yeast gro inh mutant strain = recorded beside WT yeast gro inh, whose call it bears; inhibition, %; mitochondrial fusion phenotypic screen, mutant strain inhibition
Insulin prom up cell count = second read-out of Insulin prom up, no call of its own (marks repeat the call); cell count; measured here: cytotoxicity, nuclei count;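 total cells summed across four imaged fields per well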
Lipid droplet cells 6.5 µM = recorded beside Lipid droplet, whose call it bears; cell count; measured here: cell count, cytotoxicity flag;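 cells counted across two imaged fields per well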
b-catenin transl cell count 5 µM = also measured in b-catenin transl; calls as there; cell count; measured here: cell count, cytotoxicity flag
T cell modulator vesicle-bound % = further read-out of T cell modulator, marked with its call; double positive events, %; measured here: CD8+ vesicle-bound cell fraction;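 binding gate set so that unloaded-vesicle control wells show 10% double positive cells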
MT stabilizer Hoechst-high % = recorded beside MT stabilizer, whose call it bears; % Hoechst-high responders; measured here: nuclear condensation Hoechst responders;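 share of cells brighter than vehicle mean plus two SD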
MT stabilizer cytotoxicity % = also measured in MT stabilizer; calls as there; toxicity, %; measured here: cytotoxicity by cell density;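 0% = mean cell density of plate MIN control wells and 100% = no cells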
Autophagy mod cell loss 18 h = recorded beside Autophagy mod, whose call it bears; toxicity, %; measured here: cell loss, nuclei count;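 cell loss after 18 h compound exposure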
Myeloid diff MLP GFP+ MAC1+ % = recorded beside Myeloid diff MLP, whose call it bears; GFP+ MAC1+ double positive, %; measured here: differentiation confirmed by MAC1 staining
Starred values were filed as active, the others as inactive; i = inactive; · = not tested or not shown. This is a random part of the collection; about 3.9% have a hit in one of these screens.

SMILES	MT stabilizer	MT stabilizer Hoechst-high %	MT stabilizer cytotoxicity %	T cell modulator	T cell modulator vesicle-bound %	Lipid droplet	Lipid droplet cells 6.5 µM	West Nile virus CPE	WT yeast gro inh	WT yeast gro inh mutant strain	Autophagy mod	Autophagy mod cell loss 18 h	b-catenin transl	b-catenin transl cell count 5 µM	Myeloid diff MLP	Myeloid diff MLP GFP+ MAC1+ %	Insulin prom up	Insulin prom up cell count
CC12CCC(C(=O)NCCN3CCCCC3)(CC1=O)C2(C)C (stereo not drawn)	3.1	1.9	8.2	i	25.7	11.7	750	0.1%	26.9	8.2	i	1.8	3.0	1104	·	·	-0.27	1275
COc1ccccc1-c1cc(C(=O)NCc2ccco2)no1	2.3	1.8	4.4	i	59.9	·	·	1.8%	28.5	15.0	i	5.6	-2.2	945	i	7.4	0.31	1465
COC(=O)CSC1=C(C#N)C(c2ccccc2)CC(=O)N1 (stereo not drawn)	8.9	3.4	1.1	i	14.7	16.3	676	0.2%	-8.6	1.5	i	3.5	·	·	i	3.2	0.44	1067
COc1ccc(N2CCN(C(CNC(=O)C(=O)NCC3CCCO3)c3ccco3)CC2)cc1 (stereo not drawn)	1.3	1.4	1.2	i	48.2	41.9	381	-0.4%	10.5	1.8	i	16.6	-1.3	1075	i	0.7	0.12	1425
O=C(CCNS(=O)(=O)c1ccc(Br)cc1)NC1CCN(Cc2ccccc2)CC1	·	·	·	i	19.3	6.6	673	-1.4%	·	·	·	·	·	·	i	1.0	·	·
O=C1CSC(=Nc2ccc(Cl)cc2)N1Cc1cccnc1	·	·	·	i	36.6	-16.1	669	-0.9%	·	·	·	·	-1.6	1314	i	0.3	0.48	1413
O=C(NC1CCCCCC1)C(=O)NC1CC1	·	·	·	i	32.5	0.0	848	0.2%	·	·	·	·	·	·	i	0.3	·	·
Cc1ccc(S(=O)(=O)C2(S(=O)(=O)c3ccc(C)cc3)CCCC2)cc1	36.4*	39.1*	67.7*	i	9.9	-6.1	788	·	14.7	27.6	i	20.6	67.3*	297*	·	·	-1	1001
O=C(NNC1CC(=O)N(c2ccc3c(c2)OCCO3)C1=O)c1ccccc1 (stereo not drawn)	1.4	0.9	0.4	i	36.9	·	·	-0.2%	9.5	12.2	i	-9.6	-0.6	1402	i	5.7	0.08	1580
O=C(CSc1ccc(C(F)(F)F)cc1[N+](=O)[O-])Nc1ccccc1	0.6	1.1	6.7	i	22.2	·	·	-0.3%	-16.2	-7.1	i	17.1	0.1	1361	i	1.0	-0.1	1443
CCOC(=O)C(NCc1ccccc1OC)(NC(C)=O)C(F)(F)F (stereo not drawn)	4.2	2.3	5.6	i	32.8	-0.2	704	0.3%	0.9	0.2	i	-5.1	·	·	i	0.6	0.85	1249
O=C(CCC(=O)N(CC(=O)NC1CCCC1)C1CCCC1)Nc1ccccn1	2.4	1.7	5.1	i	22.4	·	·	-0.4%	-8.0	5.2	i	7.6	-0.4	939	i	1.4	0.04	1344
CCCn1nc(C(=O)NCCN2CCOCC2)c2ccccc2c1=O	5.1	3.4	3.9	i	25.7	-7.0	719	0.3%	-5.4	-6.5	i	-10.9	-1.6	1192	i	0.8	-0.47	1203
COc1cccc(CCNC(=O)c2cc(COc3c(F)cccc3F)on2)c1	·	·	·	i	16.3	-9.9	692	-0.4%	·	·	·	·	·	·	i	1.8	·	·
COc1cccc(CCNC(=O)CCc2nnc(-c3cc(C)oc3C)o2)c1	·	·	·	i	11.9	4.6	718	-0.1%	·	·	·	·	·	·	i	0.0	·	·
O=S(=O)(Cc1ccc(Cl)cc1)NCc1ccc2c(c1)OCO2	·	·	·	i	66.6	15.2	725	-0.9%	·	·	·	·	·	·	i	1.0	·	·
CCOC(=O)N1CCN(CC(c2ccccc2)c2ccccc2)CC1	·	·	·	i	27.4	-0.3	808	-0.8%	·	·	·	·	·	·	i	0.2	·	·
CCOc1ccc(NC(=O)C/C(C)=N/NC(=O)c2cnccn2)cc1	·	·	·	i	6.7	4.7	675	-0.8%	·	·	·	·	·	·	i	1.2	·	·
COC(=O)c1nc(NC(=O)c2cc(OC)c(OC)c(OC)c2)n[nH]1	·	·	·	i	18.3	0.7	842	0.5%	·	·	·	·	·	·	i	0.9	·	·
CCOC(=O)CCNC(=O)N1CCCC(C(=O)c2ccc3c(c2)OCO3)C1 (stereo not drawn)	4.2	2.3	1.0	i	22.5	-3.1	727	-0.3%	7.2	10.1	i	14.8	-0.9	1124	i	0.5	0.11	1460
Clc1ccc(-n2ncc3c(NCc4ccco4)ncnc32)cc1	6.3	2.1	15.2	i	20.6	-12.4	708	1.1%	4.7	-12.8	i	19.5	-2.8	1213	i	1.7	·	·
COc1cccc(-n2c(C)nnc2SCC#N)c1	3.0	1.7	9.8	i	41.1	·	·	0.9%	-2.3	21.5	i	11.8	-6.7	1002	i	5.4	0.37	1273
Cc1ccc(OCC(=O)NNC(=O)[C@@H]2CCCC[C@@H]2C(=O)O)c(Br)c1	·	·	·	i	19.5	7.1	656	-0.5%	·	·	·	·	·	·	i	0.8	·	·
CNc1nc(N2CCc3ccccc32)ncc1F	3.3	1.3	14.1	i	53.7	-0.4	785	1.2%	-9.2	7.0	i	-5.9	13.1	716	i	2.4	0.28	1191
COc1ccc(S(=O)(=O)N(CC(=O)NCc2ccncc2)Cc2ccccc2)cc1	·	·	·	i	49.1	-9.2	792	-0.2%	·	·	·	·	·	·	i	1.0	·	·
Cc1ccc(-n2cccn2)cc1	2.4	1.9	9.0	i	32.6	4.0	712	-0.1%	-1.6	2.3	i	8.1	-1.5	1098	i	0.2	-1.01	1508
Cc1cc(NC(=O)C2CCCCC2)n(-c2nc3ccccc3[nH]2)n1	1.2	0.9	2.9	i	26.1	43.2	772	0.6%	5.9	-12.5	i	-1.1	1.2	982	i	0.9	·	·
CCc1ccc(S(=O)(=O)N/N=C\c2ccc3c(c2)OCO3)cc1	·	·	·	i	69.2	11.8	696	-0.2%	·	·	·	·	·	·	i	3.1	·	·
CN(C)S(=O)(=O)c1ccc(C(=O)NCc2nnc(SCC(=O)N3CCCCCC3)o2)cc1	·	·	·	i	36.4	17.2	675	-0.3%	·	·	·	·	·	·	i	3.4	·	·
CC1Sc2ccc(S(=O)(=O)N3CCC(C(=O)NCc4ccc(Cl)cc4)CC3)cc2NC1=O (stereo not drawn)	·	·	·	i	20.3	-61.2	621	-0.1%	·	·	·	·	·	·	i	0.8	·	·
Cc1cc(C)c2c(-n3cccc3)c(NC(=O)OC(C)C)sc2n1	2.2	0.8	11.9	i	46.5	·	·	0.4%	-12.9	-21.0	i	1.0	0.0	1327	i	0.7	0.51	1617
O=C(NCCNS(=O)(=O)c1ccccc1)c1cc(OCC(F)(F)F)ccc1OCC(F)(F)F	2.0	1.4	7.5	i	14.0	·	·	-0.8%	14.9	5.2	i	14.9	0.4	1408	i	0.0	-1.32	1523
Cc1c(NC(=O)/C=C/C(=O)O)cccc1[N+](=O)[O-]	1.9	1.3	5.1	·	·	·	·	0.2%	-18.5	-6.1	i	-17.9	-0.6	1324	i	0.6	-1.1	1490
Cc1cc(C)n2[nH]c(=O)c(N=Nc3ccc(S(N)(=O)=O)cc3)c2n1	1.4	1.2	7.7	i	62.1	12.2	705	0.4%	1.7	-15.9	i	19.9	-1.2	955	i	0.3	0.36	1415
COc1cc(OC)cc(C(=O)NCC(=O)OCC(=O)N2CC(C)CC(C)C2)c1 (stereo not drawn)	2.9	2.4	7.0	i	44.9	3.3	682	0.1%	0.1	-19.4	i	17.2	-4.2	1013	i	0.9	-0.01	1271
O=C(NCc1ccccc1)c1cc2nc(C3CC3)cc(C(F)(F)F)n2n1	3.9	1.8	3.1	i	35.2	·	·	0.8%	10.2	21.6	i	5.3	-1.9	1359	i	1.3	-0.13	1562
Cc1ccc(Cn2nnc3c(=O)[nH]c(C4CCN(S(=O)(=O)c5ccc(F)cc5)CC4)nc32)cc1	2.7	1.9	3.8	i	52.9	1.1	752	·	-8.7	8.5	i	19.7	0.2	966	i	2.9	-0.14	1068
COC(=O)CCNC(=O)c1nn(Cc2ccccc2)c(=O)c2ccccc12	·	·	·	i	31.4	3.1	842	-0.6%	·	·	·	·	·	·	i	0.4	·	·
Cc1ccc2c(-c3ccc([N+](=O)[O-])cc3)cc(=O)[nH]c2c1	·	·	·	i	23.0	21.3	703	1.7%	·	·	·	·	1.3	1258	i	0.3	-0.46	949
Cc1cnc(NC(=O)C(C)N2C(=O)C3CC=CCC3C2=O)s1 (stereo not drawn)	1.9	1.3	0.5	i	49.1	-7.0	651	0.0%	-13.8	-13.1	i	-6.9	-1.2	1010	i	1.2	0.75	1997
Cc1ccc(-c2n[nH]c(=S)n2/N=C/c2ccncc2)cc1	4.5	2.0	6.1	i	60.7	10.1	707	0.4%	-5.5	6.1	i	4.5	-0.1	1074	i	0.3	-0.44	1140
C=CCOc1c(Cl)cc(CNc2ccc(N(C)C)cc2)cc1OC	31.6*	51.9*	42.1*	i	50.1	·	·	3.0%	54.2	-15.0	i	0.3	4.1	1195	i	6.6	1.16	1174
